Screening data from PubChem.
MEKK3 PB1 HTS = modulators (inhibitors or enhancers) of MEK5 binding to human MEKK3 PB1 domain; AID 1529; bead-based flow cytometry, Alexa488-MEK5 binding to MEKK3; actives lie on both sides; 0 = blocked by unlabeled MEK5, 100 = vehicle; Q99759; hit rate 1.4% among 290,000; binding response (% of control), % at 10 µM;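 active = binding response more than 3 SD above or below the average of its plate-row segment, actives on both sides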;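 note: Alexa488 bead fluorescence after subtracting the streptavidin-only scavenger bead signal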
GPR7 antagonist = human neuropeptides B/W receptor 1 antagonism; P48145; hit rate 1.1% among 290,000; inhibition, % at 4.4 µM; GPR7-expressing cells, fluorescence antagonist assay; in the data active = inhibition above about 16%, passing the limit was not always enough;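 note: cells stimulated with the agonist NPW; 0% = agonist with vehicle and 100% = vehicle without agonist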
Target sequence (P48145 whole entry, looked up): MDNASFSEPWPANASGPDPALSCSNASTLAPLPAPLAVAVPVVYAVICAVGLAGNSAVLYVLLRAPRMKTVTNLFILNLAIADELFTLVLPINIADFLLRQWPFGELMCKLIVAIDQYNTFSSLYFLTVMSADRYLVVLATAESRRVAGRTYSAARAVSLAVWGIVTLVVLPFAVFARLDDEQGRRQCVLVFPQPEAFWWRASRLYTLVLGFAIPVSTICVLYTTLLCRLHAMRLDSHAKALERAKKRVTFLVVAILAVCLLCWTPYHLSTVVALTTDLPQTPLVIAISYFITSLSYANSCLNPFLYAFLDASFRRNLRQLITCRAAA
MEKK2mut PB1 HTS = signal of MEK5 binding to mutant human MEKK2 PB1 domain. bead flow cytometry, Alexa488-MEK5 binding to MEKK2 mutant. percent response, % at 10 µM. hit rate 0.35% among 290,000. AID 1530; in the data active = percent response above about 24%, passing the limit was not always enough; note: inactives centre near 1; some results filed as inactive read as strong as hits; reference of the scale not given here
OXTR agonist = agonists of human oxytocin receptor. P30559. CHO-OTR cells, Fluo-8 calcium fluorescence; normalized: DMSO 0%, oxytocin 100%. activation, % at 3 µM. hit rate 0.32% among 320,000;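 active = activation above the mean of all tested compounds plus 3 SD, cutoff set per screening run, cut at about 20% in these data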;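 note: peak over basal fluorescence ratio from a 100 s FLIPR kinetic read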
Target sequence (P30559 whole entry, looked up): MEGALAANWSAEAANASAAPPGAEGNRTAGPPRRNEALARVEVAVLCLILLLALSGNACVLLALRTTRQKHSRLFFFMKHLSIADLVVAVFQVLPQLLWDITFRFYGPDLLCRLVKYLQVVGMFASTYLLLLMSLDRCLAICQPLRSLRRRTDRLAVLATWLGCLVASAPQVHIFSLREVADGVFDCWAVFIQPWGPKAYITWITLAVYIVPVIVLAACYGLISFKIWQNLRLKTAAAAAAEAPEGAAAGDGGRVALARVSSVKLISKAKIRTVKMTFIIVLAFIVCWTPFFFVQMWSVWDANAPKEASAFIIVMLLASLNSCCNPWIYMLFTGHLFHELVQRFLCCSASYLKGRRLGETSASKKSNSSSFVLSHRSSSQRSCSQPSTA
PHOSPHO1 block = inhibitors of human PHOSPHO1 phosphatase | inhibition, % at 13.3 µM | hit rate 1.1% among 290,000 | recombinant PHOSPHO1, absorbance phosphatase assay | Q8TCT1; in the data active = inhibition above about 60%
Target sequence (Q8TCT1 whole entry, looked up): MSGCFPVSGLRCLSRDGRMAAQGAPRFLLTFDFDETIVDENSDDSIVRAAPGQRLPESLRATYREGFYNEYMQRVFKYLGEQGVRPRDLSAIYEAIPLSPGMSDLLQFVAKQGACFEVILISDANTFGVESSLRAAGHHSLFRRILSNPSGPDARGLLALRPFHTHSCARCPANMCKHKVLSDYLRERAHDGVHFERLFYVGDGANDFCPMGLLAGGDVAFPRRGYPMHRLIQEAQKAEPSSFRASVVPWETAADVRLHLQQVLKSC
NALP1 inh = inhibitors of NALP1 inflammasome in yeast. inhibition, % at 10 µM. hit rate 0.61% among 280,000. S. cerevisiae NALP1/ASC/caspase-1 growth, X-gal OD620, 72 h; in the data active = inhibition mostly above about 24%, no sharp cut-off; inactive = mostly below about 32%; note: some compounds called inactive have numbers as strong as hits
MEKK2 WT-MEK5 = raises or lowers MEK5 binding to wildtype human MEKK2 PB1 domain | Q9Y2U5 | bead flow cytometry, Alexa488-MEK5 binding to MEKK2 WT; actives lie on both sides | binding response (% of control), % at 10 µM | hit rate 1.1% among 290,000 | AID 1531; in the data active = binding response below about 67% or above about 130%
DNA FID counter = displaces DNA intercalator in HCV helicase counter-screen | DNA fluorescent intercalator displacement, fluorescence | inhibition, % at 7.9 µM | hit rate 0.17% among 290,000; in the data active = inhibition above about 37%;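 note: 0% = vehicle and 100% = reference compound; higher means more ethidium bromide displaced from hairpin DNA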
PfM18AAP inh = blocks P. falciparum M18 aspartyl aminopeptidase; inhibition, % at 7.35 µM; hit rate 1.2% among 290,000; recombinant PfM18AAP, H-Glu-NHMec fluorogenic cleavage;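 active = inhibition above the campaign mean inhibition over all tested compounds plus 3 SD, cut at about 28% in these data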;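 note: 0% = plate median of test compound wells and 100% = 2 mM ZnCl2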
The depositor's hits bear a star; . = not tested or not shown.

SMILES	MEKK3 PB1 HTS	GPR7 antagonist	MEKK2mut PB1 HTS	OXTR agonist	PHOSPHO1 block	NALP1 inh	MEKK2 WT-MEK5	DNA FID counter	PfM18AAP inh
Cc1c(C(=O)O)sc2nc(SCC(=O)Nc3ccc(S(=O)(=O)NCCCC(=O)O)cc3)[nH]c(=O)c12	105	-15	10	0.9	-3	1	105	-4	10
COC(=O)c1c(-c2ccc(Br)cc2)csc1NC(=O)Cc1ccc(OC)c(OC)c1	97	13	0	-0.4	3	18	95	-17	14
CCN(CC)C(=O)Cc1ccccc1	104	.	6	-0.3	13	4	99	.	.
CN1CCN(C(=O)CC2C(=O)NCCN2Cc2ccc(-c3ccccc3)cc2)CC1 (stereo unspecified)	103	-16	19	1.4	28	8	110	4	6
CCOC(=O)C1CCN(S(=O)(=O)c2ccc(Cl)s2)CC1	94	4	-3	0.9	22	36	91	-21	3
CCOc1ccc(CCNC(=O)c2cccc(N3CCCC3=O)c2)cc1OCC	95	-4	0	-0.6	1	-4	93	-16	-13
C/C(Cl)=C\Cn1c(Nc2ccc(C)cc2)nc2c1c(=O)n(C)c(=O)n2C	108	-4	7	-3.0	9	6	110	-3	-6
COc1cc(/C=N/n2c(-c3n[nH]c4c3CCC4)n[nH]c2=S)cc(OC)c1O	111	-16	4	-0.3	-64	.	103	-5	18
O=C(Nc1nnc(-c2ccco2)s1)c1ccccc1	95	-13	-5	2.6	74*	20	94	-2	6
COc1ccc(OC)c(S(N)(=O)=O)c1	107	-8	6	0.7	21	25	110	-1	-9
O=C(CCSCCC(=O)NCc1cccs1)NCc1cccs1	102	2	7	-0.3	-8	-11	103	-6	-7
N#Cc1c(F)cccc1N1CCN(Cc2ccc3c(c2)OCO3)CC1	97	9	0	0.9	22	9	94	-4	3
CN(Cc1ccc(F)cc1)C(=O)c1cccc(OC2CCN(C3CCCC3)CC2)c1	104	0	11	0.5	31	5	108	14	-2
c1cc2c(cc1-c1[nH]ncc1CN1CC3C[C@@H]4CC1C[C@H](C3)C4)OCO2	101	-3	-6	0.8	51	10	88	5	3
CC1=C/C(=C(/c2cc(C)c(O)c(Br)c2)c2ccccc2S(=O)(=O)O)C=C(Br)C1=O	103	-6	7	0.4	20	-5	101	0	4
O=C(Cc1ccc([N+](=O)[O-])cc1)Nc1ccc(O)cc1C(=O)O	103	-7	3	-1.9	-15	24	105	-6	-8
O=C(Cc1ccccc1)N(c1ccc(F)cc1)C1C=CS(=O)(=O)C1 (stereo unspecified)	105	0	2	0.2	2	35	103	-10	0
O=C(CN1C(=O)NC(Cc2c[nH]c3ccccc23)C1=O)Nc1cccc(S(=O)(=O)N2CCCCCC2)c1 (stereo unspecified)	103	5	-2	-1.6	7	.	103	-22	-5
O=C(Cn1c(=O)oc2cc(S(=O)(=O)N3CCCC3)ccc21)NC1CCCCC1	98	4	2	0.9	5	12	100	-16	-6
c1ccc(C2=Nn3c(nnc3-c3ccco3)SC2)cc1	100	-1	-4	-1.4	-35	18	95	-12	1
CCSc1nc2c(c(=O)[nH]1)C(c1ccccn1)C1=C(CC(C)(C)CC1=O)N2 (stereo unspecified)	102	3	-1	-1.2	45	16	100	-3	1
CC1(C)CC(=O)CC(C)(C)N1OC(=O)c1ccccn1	104	-16	5	0.2	14	25	106	1	0
COc1cccc(CNCc2ccc(OC)cc2OC)c1	102	-7	9	2.4	34	-5	107	12	5
Cc1cc(N2C(=O)c3ccc(C(=O)Nc4ccc(O)cc4C(=O)O)cc3C2=O)no1	102	-7	2	0.1	38	9	97	1	7
COCCc1ncc(CN2CCC(C(=O)Nc3ccc(-n4cccn4)cc3)CC2)cn1	105	-15	9	.	42	-5	108	-12	-1
Cc1cccc(N(CC(=O)Nc2ccccc2-c2ccccc2)S(=O)(=O)c2ccccc2)c1C	95	-18	-5	-0.3	-12	27	94	-11	4
C/C(CC(=O)Nc1ccc(Cl)cc1C(F)(F)F)=N\NC(=O)c1ccccn1	100	0	-1	-1.1	45	5	101	-34	3
COc1cccc(C(=O)Nc2nnc(S(=O)(=O)N3CCCCC3)s2)c1	98	-3	-1	3.7	5	16	98	-16	-12
CC(C)SCC(=O)Nc1ncc2c(n1)-c1ccccc1CC2	102	-15	-1	-0.1	16	5	96	-8	6
CCOC(=O)c1cnc(SCC(=O)N2CCN(C(=O)c3ccco3)CC2)nc1N	103	10	1	0.4	9	8	103	-12	1

Quoted from the listing (13 entries):
SMILES	MEKK3 PB1 HTS	GPR7 antagonist	MEKK2mut PB1 HTS	OXTR agonist	PHOSPHO1 block	NALP1 inh	MEKK2 WT-MEK5	DNA FID counter	PfM18AAP inh
CC1=C/C(=C(/c2cc(C)c(O)c(Br)c2)c2ccccc2S(=O)(=O)O)C=C(Br)C1=O	103	-6	7	0.4	20	-5	101	0	4
O=C(Cc1ccc([N+](=O)[O-])cc1)Nc1ccc(O)cc1C(=O)O	103	-7	3	-1.9	-15	24	105	-6	-8
O=C(Cc1ccccc1)N(c1ccc(F)cc1)C1C=CS(=O)(=O)C1 (stereo unspecified)	105	0	2	0.2	2	35	103	-10	0
O=C(CN1C(=O)NC(Cc2c[nH]c3ccccc23)C1=O)Nc1cccc(S(=O)(=O)N2CCCCCC2)c1 (stereo unspecified)	103	5	-2	-1.6	7	.	103	-22	-5
O=C(Cn1c(=O)oc2cc(S(=O)(=O)N3CCCC3)ccc21)NC1CCCCC1	98	4	2	0.9	5	12	100	-16	-6
c1ccc(C2=Nn3c(nnc3-c3ccco3)SC2)cc1	100	-1	-4	-1.4	-35	18	95	-12	1
CCSc1nc2c(c(=O)[nH]1)C(c1ccccn1)C1=C(CC(C)(C)CC1=O)N2 (stereo unspecified)	102	3	-1	-1.2	45	16	100	-3	1
CC1(C)CC(=O)CC(C)(C)N1OC(=O)c1ccccn1	104	-16	5	0.2	14	25	106	1	0
COc1cccc(CNCc2ccc(OC)cc2OC)c1	102	-7	9	2.4	34	-5	107	12	5
Cc1cc(N2C(=O)c3ccc(C(=O)Nc4ccc(O)cc4C(=O)O)cc3C2=O)no1	102	-7	2	0.1	38	9	97	1	7
COCCc1ncc(CN2CCC(C(=O)Nc3ccc(-n4cccn4)cc3)CC2)cn1	105	-15	9	.	42	-5	108	-12	-1
Cc1cccc(N(CC(=O)Nc2ccccc2-c2ccccc2)S(=O)(=O)c2ccccc2)c1C	95	-18	-5	-0.3	-12	27	94	-11	4
C/C(CC(=O)Nc1ccc(Cl)cc1C(F)(F)F)=N\NC(=O)c1ccccn1	100	0	-1	-1.1	45	5	101	-34	3

Remaining list, next part.
SMILES	MEKK3 PB1 HTS	GPR7 antagonist	MEKK2mut PB1 HTS	OXTR agonist	PHOSPHO1 block	NALP1 inh	MEKK2 WT-MEK5	DNA FID counter	PfM18AAP inh
Cc1ccc(C(=O)CC2(O)C(=O)N(Cc3ccccc3)c3ccccc32)o1 (stereo unspecified)	96	-13	-3	-1.2	7	9	95	-24	-10
Cc1cc(NC(=S)N(CCCN2CCOCC2)Cc2ccco2)ccc1Cl	106	2	-1	-1.1	-2	16	104	-2	6
COc1ccc(C(C)(C)C)cc1S(=O)(=O)N1CCC(C(N)=O)CC1	99	-6	-1	-0.2	-19	27	87	-13	0
O=C1CCc2nc3ccccc3c(=O)n2N1	103	-6	3	-1.0	-7	-12	105	-3	-5
O=c1c2ccccc2nc2n1CCS2	100	-10	3	0.6	-31	16	101	0	-2
CC(/C=N/NC(=O)c1cc(-c2cccn2C)n[nH]1)=C\c1ccccc1	111	3	0	3.8	42	-29	107	-25	10
O=C(C1CCN(S(=O)(=O)N2CCC3(CC2)OCCO3)CC1)N1CCN(Cc2ccccc2)CC1	104	21*	6	3.1	64*	9	102	-24	4
COc1ccc2c(c1)c(C(O)CN1CCC3(CC1)OCCO3)c(C)n2C (stereo unspecified)	97	-8	-5	.	10	8	99	2	17
CCCCOC(=O)c1cc(-c2ccc(/C=N/n3cnnc3)o2)ccc1Cl	97	-4	-2	-2.2	.	.	97	-13	7
CCOc1ccc(NC(=O)CN(C)C(=O)C2CCN(c3ncnc4sc(C)c(C)c34)CC2)cc1OCC	109	-3	7	-1.3	.	-10	118	-40	16
CC1(C)C(c2ccccc2)=NC(c2ccccc2)N1O (stereo unspecified)	96	2	-6	-0.4	6	29	93	-6	-1
CCOC(=O)c1cccc(NS(=O)(=O)c2c(C(=O)N3CCCCCC3)c(C)n(C)c2C)c1	98	-14	3	1.8	42	10	106	-47	0
C/C(N)=C(/C#N)C(=O)CSc1nc2scc(-c3ccccc3)c2c(=O)n1C	121	-3	-1	2.4	-70	11	99	-7	2
Cc1ccc(C(=O)NCCCN2CCOCC2)c(Cl)c1	106	-11	4	-0.4	19	14	108	-3	-2
COc1cccc(C(=O)N2N=C(c3ccccc3)CC2(O)C(F)(F)F)c1 (stereo unspecified)	98	-13	-1	-3.0	-4	16	96	-18	2
COc1ccc(C(=O)Oc2cc3c4c(c2)C(C)=CC(C)(C)N4C(=O)C3=O)cc1OC	102	5	4	0.1	-7	12	102	2	-1
c1ccc(Cn2c(SCc3nc4ccccc4s3)nnc2-c2ccco2)cc1	71	-3	-18	0.4	23	2	86	-39	-19
CC(=O)Oc1ccc(NC(=O)C2CCCCC2)c(C(=O)O)c1	99	-2	-1	1.2	28	-17	94	-5	5
O=C(c1cc(-c2cccs2)on1)N1CCCCC1	.	1	.	-1.6	6	5	.	-2	1
Cc1cc(C)nc(NC(=O)c2cc(-c3ccc(C)s3)nc3ccccc23)c1	112	-12	1	0.0	-15	18	118	-12	4
O=C(/C(=C/O)N=Nc1cccc(C(F)(F)F)c1)c1ccccc1	96	-7	-9	-1.1	-3	0	76	-16	-1
Cc1ccc(-c2[nH]c(-c3ccc(Cl)cc3)nc2SCC(=O)NCC2CCCO2)cc1 (stereo unspecified)	106	-3	6	0.4	-11	12	100	-5	-1
O=C(O)c1ccc(N2N=C(c3ccccc3)CC2c2ccccc2)cc1 (stereo unspecified)	90	-9	-5	2.6	30	21	97	-28	-1
CCCCC(CC)C(=O)NCCc1ccc(S(N)(=O)=O)cc1 (stereo unspecified)	103	-12	1	-0.3	10	-6	104	-2	7
CN(C)c1ccc(NC(=S)c2ccccn2)cc1	87	5	-6	-1.6	-12	27	85	10	12
CC(=O)C1=C(C)OC(N)=C(C#N)C1c1cc2cc(C)c(C)cc2nc1Cl (stereo unspecified)	103	-7	-2	1.1	6	40	100	-11	-1
CCn1cc(C(=O)N2CCCC2)c(=O)c2cc(S(=O)(=O)N3CCC(C)CC3)ccc21	99	-14	1	-0.4	24	10	102	-26	0
CC(=O)NCCSCCNC(C)=O	103	-9	4	1.5	3	12	112	-1	5
O=C(NCCc1ccccc1)C1CCN(C(=O)N2CCOc3ccccc32)CC1	98	4	3	-0.8	15	2	96	-38	6
CCOc1cc(C(=O)NN=C2CCCC2)cc(OCC)c1OCC	104	3	1	-1.1	41	11	104	-46	3
Cc1ccc(CN2CCN(Cc3ccccc3)C(CCO)C2)s1 (stereo unspecified)	100	-4	-4	0.3	2	4	94	2	-7

Not a hit list; 6.2% or so of the library scored in one or more.
